Assay outcomes as filed in PubChem BioAssay.
AddAB inh: less growth of phage-infected E. coli with AddAB. E. coli expressing H. pylori AddAB, absorbance growth. inhibition, % at 11.9 µM. hit rate 0.29% among 330,000; in the data active = inhibition above about 12%;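 also: 0% = vehicle wells of infected cells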
Tat transport: inhibitors of E. coli Tat protein transport. E. coli MC4100 TorA-mCherry Tat export, fluorescence. inhibition, % at 10 µM. hit rate 0.036% among 340,000;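 active = mean replicate inhibition at least 50% and at least half of replicates individually reaching 50%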;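 also: exported cargo escapes ClpAP degradation while cytoplasmic cargo is degraded and loses fluorescence; 0% = median of neutral control wells and 100% = median of NaSCN control wells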
CDK5 inh: inhibitors of human CDK5/p35 kinase; Q00535+Q15078; Recombinant CDK5/p35, ADP-Glo luminescence, 60 min; inhibition, % at 10 µM; hit rate 0.01% among 330,000; AID 488839;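 active = highest replicate inhibition of at least 50% and at least 75% of replicates reaching 50%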;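 also: plate controls were DMSO neutral control for no effect and GW8510 at 10 µM for full effect; many of its hits are not listed in these tables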
PKA-R1A act: activates the PKA-R1A holoenzyme complex. P00514+P68181. hit rate 0.083% among 340,000. activation, % at 11.4 µM. PKA-R1A dissociation, Cy5-IP20 fluorescence polarization; scaled: DMSO 0%, 113 µM cGMP 100%;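 active = percent activation above the mean of all tested compounds plus 3 SD, cut at about 19% in these data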;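 also: higher means more PKAc released from R1A so a rise in polarization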
Ecoli viability: reduces bacterial viability in AddAB counter-screen. inhibition, % at 11.9 µM. AID 449728. E. coli V3065 growth, OD600 absorbance, 18 h. hit rate 0.27% among 330,000;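 active = inhibition above the campaign's mean inhibition across all tested compounds plus 3 SD, cut at about 9.9% in these data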;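 also: uninfected addAB+ strain grown without phage in ampicillin broth; 0% = DMSO wells and 100% = ciprofloxacin 0.95 µg/ml wells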
phage Ecoli inh: E. coli growth loss with phage present; growth absorbance; inhibition, % at 11.9 µM; hit rate 0.26% among 360,000; AID 651602; in the data active = inhibition above about 11%
PKA-R2B activ: activates the human PKA-R2B holoenzyme complex; P22694+P31323; PKA-R2B holoenzyme dissociation, Cy5-IP20 fluorescence polarization; R2B truncated from residue 108, S112A mutant; 0% DMSO only, 100% 113 µM cGMP; activation, % at 11.4 µM; hit rate 0.079% among 340,000;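 active = activation above a cutoff set at the mean over all compounds plus 3 SD, cut at about 18% in these data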;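 also: higher means more holoenzyme dissociation and a rise in polarization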
SUMO Mot1 rescue: inhibitors of SUMOylation pathway: yeast Mot1-301 growth rescue; S. cerevisiae Mot1-301 growth rescue, ATP luminescence, 38.5C; percent above DMSO median, 100 means doubled; growth rescue, % at 18.8 µM; hit rate 1% among 320,000;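 active = every valid replicate shows activation above 250% relative to neutral control wells; inactive = the rest, any valid replicate at or below 250%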;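 also: OY570 slx delta 5 strain wells were the positive control but not used for scaling; some compounds called inactive have numbers as strong as hits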
DAGLB inh: diacylglycerol lipase beta (human) inhibition | Q8NCG7 | HEK293T DAGLB membrane lysate, EnzChek fluorogenic substrate | inhibition, % at 5.17 µM | hit rate 0.059% among 340,000; in the data active = inhibition above about 34%;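 also: 0% = enzyme with vehicle and 100% = wells lacking enzyme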
Target sequence (Q8NCG7 whole entry, looked up): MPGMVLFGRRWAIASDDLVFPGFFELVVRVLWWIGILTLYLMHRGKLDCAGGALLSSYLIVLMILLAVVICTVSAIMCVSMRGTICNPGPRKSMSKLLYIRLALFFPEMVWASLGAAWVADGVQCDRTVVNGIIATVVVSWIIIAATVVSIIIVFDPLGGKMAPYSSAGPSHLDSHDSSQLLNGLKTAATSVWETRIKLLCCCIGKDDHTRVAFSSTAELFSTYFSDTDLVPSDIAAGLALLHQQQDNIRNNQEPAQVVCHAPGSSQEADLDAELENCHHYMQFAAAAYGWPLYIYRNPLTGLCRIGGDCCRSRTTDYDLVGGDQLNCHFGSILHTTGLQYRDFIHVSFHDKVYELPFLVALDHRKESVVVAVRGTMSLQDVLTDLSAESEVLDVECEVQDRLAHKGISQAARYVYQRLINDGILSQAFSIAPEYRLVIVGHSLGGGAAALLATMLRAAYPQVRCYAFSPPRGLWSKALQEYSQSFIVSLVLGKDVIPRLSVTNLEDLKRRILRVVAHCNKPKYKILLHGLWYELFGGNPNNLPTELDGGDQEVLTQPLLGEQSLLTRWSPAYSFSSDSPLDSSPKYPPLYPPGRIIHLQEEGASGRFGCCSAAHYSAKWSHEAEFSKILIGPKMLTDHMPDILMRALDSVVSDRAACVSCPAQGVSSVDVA
HTR5A inv ag: HTR5A inverse agonism, opioid heterodimer counter-screen; P47898; HTR5A cell line, luminescence; inhibition, % at 9.3 µM; hit rate 0.083% among 340,000; AID 504634; in the data active = inhibition mostly above about 23%, no sharp cut-off; inactive = mostly below about 18%;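 also: 0% = cells with DMSO and 100% = no-cell wells with DMSO; some compounds called inactive have numbers as strong as hits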
Target sequence (P47898 whole entry, looked up): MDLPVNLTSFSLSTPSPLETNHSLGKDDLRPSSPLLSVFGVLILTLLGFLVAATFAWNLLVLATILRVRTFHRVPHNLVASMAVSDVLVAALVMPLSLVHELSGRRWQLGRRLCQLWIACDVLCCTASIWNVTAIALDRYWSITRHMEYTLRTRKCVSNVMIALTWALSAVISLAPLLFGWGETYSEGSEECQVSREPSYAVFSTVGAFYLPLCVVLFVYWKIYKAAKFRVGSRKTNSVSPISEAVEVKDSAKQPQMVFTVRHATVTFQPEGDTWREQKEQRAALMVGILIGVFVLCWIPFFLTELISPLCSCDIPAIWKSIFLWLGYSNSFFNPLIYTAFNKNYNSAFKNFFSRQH
HTR5A ag ctr: HTR5A agonism, opioid heterodimer counter-screen; AID 504692; HTR5A agonist assay, luminescence, cell-based; P47898; activation, % at 9.3 µM; hit rate 0.61% among 340,000; in the data active = activation mostly above about 9.5%, no sharp cut-off; inactive = mostly below about 7.6%;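 also: 0% = cells with vehicle only and 100% = reference agonist; strong numbers were not always called active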
An asterisk follows results filed as active; / = not tested or not shown.

SMILES | AddAB inh | Tat transport | CDK5 inh | PKA-R1A act | Ecoli viability | phage Ecoli inh | PKA-R2B activ | SUMO Mot1 rescue | DAGLB inh | HTR5A inv ag | HTR5A ag ctr
c1ccc2nc(NN=C3CCCCC3)ccc2c1 | / | -8.6 | 2.3 | 9.7 | / | 0.9 | 3.9 | / | -0.3 | 17.2 | -4.4
COc1ccc(CCNC(=O)Cn2c(-c3nonc3N)nc3ccccc32)cc1OC | -0.3 | -5.4 | -0.3 | -1.4 | -1.7 | 2.7 | -6.3 | 65.0 | -2.0 | / | /
CC(C(=O)O)N(C(=O)c1ccccc1)c1ccc(F)cc1 (stereo not drawn) | 2.4 | -6.2 | -0.4 | -0.9 | -0.7 | 3.1 | -0.4 | -1.0 | -0.5 | 4.9 | -1.8
Cc1cccc(N2CCN(C(=O)c3cc4ccccc4oc3=O)CC2)c1C | 1.3 | -2.5 | 0.6 | 1.6 | -0.6 | 2.9 | -3.4 | 25.8 | -2.5 | -4.3 | -0.8
CC(C)(C)c1ccc(C(=O)NC(=S)NNC(=O)COc2ccccc2)cc1 | -3.9 | -0.5 | 4.5 | -9.6 | -3.5 | -2.0 | -14.5 | -30.4 | 2.0 | -5.6 | -2.8
O=C(Nc1cccc2ncccc12)c1ccc(-c2ccc(Br)cc2)o1 | -1.9 | 14.7 | -1.4 | -7.4 | -0.8 | 0.8 | 0.5 | 3.4 | -3.2 | -11.9 | 2.4
CCN(C(=O)COC(=O)Cn1c(=O)oc2ccccc21)c1c(N)n(Cc2ccccc2)c(=O)[nH]c1=O | / | 1.5 | -1.7 | 1.9 | / | 1.9 | -4.0 | / | 0.8 | -25.1 | 1.8
COc1cc(C2=NOC(C(=O)N3CCOCC3)C2)cc(OC)c1OC (stereo not drawn) | -1.6 | 0.8 | 0.1 | -3.3 | -0.5 | 3.6 | -3.8 | 7.0 | -2.2 | 0.5 | 0.7
COCCOC(=O)c1c(NC(=O)CNC2CCCc3ccccc32)sc(C(N)=O)c1C (stereo not drawn) | -2.0 | -0.9 | -0.4 | -2.9 | -2.1 | 1.4 | 2.7 | 11.7 | -1.6 | -8.5 | 2.2
O=C(NC(C(=O)N/N=C/c1cccnc1)c1n[nH]c(=O)c2ccccc12)c1ccccc1 (stereo not drawn) | -0.3 | 1.3 | 4.9 | -12.5 | -1.5 | 1.5 | -3.0 | 0.6 | 11.3 | 0.5 | 0.6
C=C1CC2C(=O)N(Cc3cc(OC)ccc3OC)C(C(=O)OCC)(C(=O)OCC)C1N2C(=O)OC(C)(C)C (stereo not drawn) | 0.8 | 10.0 | 0.3 | -3.2 | -3.9 | 3.5 | 0.8 | -2.1 | -1.1 | 6.2 | -2.3
O=C(Nc1cccc(Cl)c1)N1CCN(C2c3ccccc3-c3ccccc32)CC1 | -0.5 | 0.6 | 1.9 | -8.7 | -2.4 | -1.2 | -6.6 | -7.1 | -8.4 | -10.0 | 2.8
COc1ccccc1C(=O)NCCN=C1NS(=O)(=O)c2ccccc21 | 2.0 | 0.2 | -0.4 | -2.2 | 0.3 | 0.7 | 0.8 | -16.4 | 0.0 | 11.8 | -4.5
O=C(c1ccc(F)cc1)C1CCN(C(=O)c2ccncc2)CC1 | -1.5 | -8.5 | 0.2 | -2.6 | 0.4 | 4.2 | 5.3 | -22.3 | 0.0 | -12.2 | -1.8
O=C(COc1ccc(-n2cnnn2)cc1)Nc1ccccc1OC(F)F | 0.4 | -0.1 | 1.9 | -5.5 | -3.2 | 2.4 | 1.9 | 23.9 | -2.1 | -6.0 | 2.4
CCOC(=O)CCc1c(C)c2ccc(OCC(=O)N3CCOCC3)c(C)c2oc1=O | -0.3 | -12.9 | -3.4 | -12.4 | -0.8 | 3.2 | -1.7 | -7.4 | 0.1 | 15.9 | 6.5
Cc1cccc(CN2C(=O)c3ccccc3S(=O)(=O)c3ccc(C(=O)NCCCN4CCCC4)cc32)c1 | 1.1 | 12.7 | 1.7 | -4.1 | -2.1 | -1.8 | -7.4 | / | 2.7 | -3.0 | 0.7
CCN(CC(=O)Nc1c(F)cccc1F)C(=O)CNC(=O)c1cccc(C)c1 | 0.9 | 6.5 | -0.7 | -4.8 | -1.0 | 2.2 | 0.1 | 8.4 | 1.9 | -13.1 | 3.6
c1ccc(-c2nc(-c3ccccn3)no2)cc1 | -0.9 | -8.1 | 6.9 | -9.7 | -0.2 | 1.4 | -7.2 | -41.9 | -0.4 | 11.6 | 0.7
Cc1cccc(-n2c(SCc3ccc(C#N)cc3)nnc2-c2c[nH]c3ccccc23)c1 | 2.6 | 3.5 | -0.3 | 7.7 | -0.3 | 2.2 | -8.4 | -3.5 | -0.6 | -22.2 | 0.3
Cc1ccc(S(=O)(=O)N2CCN(C(=O)c3cc4c(s3)CCC(C)C4)CC2)cc1 (stereo not drawn) | / | -0.1 | 0.6 | 10.2 | / | -0.8 | -7.4 | / | 0.0 | -6.9 | 2.3
Nc1c(C(=O)NCc2ccccc2)nnn1Cc1ccc(F)cc1 | 0.5 | 2.0 | 0.2 | 0.5 | -0.7 | 3.3 | -3.7 | 5.6 | 2.0 | -10.5 | 4.0
CCc1ccccc1N(CC(=O)NCc1ccco1)C(=O)CCC(=O)Nc1ccccn1 | 2.2 | -1.7 | 1.4 | -9.8 | -1.9 | 3.8 | -3.8 | -6.0 | 1.4 | -3.5 | 10.1
Nc1nc(NCC2CCCO2)nc(Nc2ccc(F)cc2)c1[N+](=O)[O-] (stereo not drawn) | 1.2 | -5.8 | / | 1.7 | -0.9 | 1.7 | 14.4 | -10.2 | -0.2 | 6.9 | 2.9
CC1CCN(CC(=O)NCCc2ccc(F)cc2)CC1 | 0.6 | 6.7 | -1.2 | 0.5 | 0.3 | 3.0 | -4.9 | -11.1 | 3.5 | 10.7 | -0.3
CN(c1ccccc1)S(=O)(=O)c1cccc(NC(=O)c2ccc(Cl)c([N+](=O)[O-])c2)c1 | 0.0 | 11.1 | -0.3 | -2.3 | -0.4 | 2.9 | -4.6 | 20.2 | -9.2 | 8.2 | -3.3
O=C(Nc1ccccn1)C1CCN(S(=O)(=O)c2cccc3nonc23)CC1 | 4.6 | 7.1 | 0.2 | 7.3 | -0.2 | 2.5 | -0.9 | 394.1 | 0.2 | 10.6 | -0.3
COc1cc(/C=C2/SC(=S)N(CC(=O)O)C2=O)ccc1OC(=O)c1ccco1 | 1.7 | -9.3 | -0.2 | -0.7 | -0.2 | 0.1 | -4.3 | 108.9 | 2.9 | -12.9 | 4.8
Cc1cc(C)nc(NC2=NC3CCCCC3N2)n1 (stereo not drawn) | 0.9 | 7.0 | 1.0 | -14.3 | -0.6 | 4.5 | -1.1 | -3.7 | 1.7 | -4.8 | 1.3
CCN(C1CCCCC1)S(=O)(=O)c1ccc(OC)c(C)c1 | 1.7 | 6.0 | 1.1 | -0.6 | 1.6 | 1.4 | 3.6 | 4.9 | -10.7 | 5.8 | -0.6
CC(OC(=O)c1ccccc1NCc1ccco1)C(=O)Nc1ncc(Cl)cc1Cl (stereo not drawn) | 0.2 | -1.5 | -1.9 | -7.7 | -0.9 | 0.8 | -14.7 | 8.5 | -3.9 | -10.2 | -0.8
CS(=O)(=O)c1ccc(C(=O)Nc2ccc(N3CCCCC3)cc2)c(Cl)c1 | -0.5 | -2.4 | -1.8 | 3.0 | -2.5 | 2.5 | 1.9 | 131.0 | -0.3 | 8.2 | -0.4
Cc1cc(-c2ccc(NC(=O)[C@@H]3CCCC[C@@H]3C(=O)O)c(C)c2)ccc1NC(=O)[C@@H]1CCCC[C@@H]1C(=O)O | -1.4 | 3.8 | 0.3 | 0.5 | -1.5 | 4.7 | -8.4 | -9.2 | 2.2 | 9.7 | -3.4
CCCN1CCN(S(=O)(=O)c2ccc3c(c2)NC(=O)C(C)S3)CC1 (stereo not drawn) | -2.2 | 2.3 | -1.4 | -0.2 | -2.7 | -1.1 | -14.9 | -0.7 | 1.2 | -8.1 | 0.4
O=C(Cc1ccccc1)Nc1ccc(N2CCCC2)cc1 | 4.0 | 0.1 | 2.6 | -8.1 | -2.6 | 0.0 | -4.0 | 72.7 | 7.4 | 16.4 | 3.3
COc1cccc(NC(=O)CC2Oc3ccccc3NC2=O)c1 (stereo not drawn) | 1.0 | 1.4 | 0.7 | 7.0 | 0.3 | 0.8 | -2.0 | -14.9 | -0.1 | 4.4 | -1.2
O=C(COc1coc(CN2CCN(c3ccc(F)cc3)CC2)cc1=O)NC1CCCCC1 | / | 2.1 | -0.8 | -2.2 | / | 0.3 | 2.2 | / | -3.4 | -19.3 | 7.7
C/C(=N/NC(=O)c1cn(-c2cccc(C)n2)cn1)c1ccc(C)cc1 | 3.9 | -6.0 | -1.4 | -13.4 | 1.4 | 0.6 | -5.4 | 0.6 | -2.2 | -6.4 | -6.1
COc1ccc(CNCc2ccncc2)cc1OC | 5.2 | -7.4 | 0.7 | -9.2 | 0.3 | 2.4 | 9.4 | -14.3 | -4.1 | 3.9 | -1.0
CCS(=O)(=O)N1Cc2ccccc2CC1C(=O)Nc1nc2c(C)cccc2s1 (stereo not drawn) | 0.3 | 4.9 | -0.4 | -5.1 | -3.1 | 1.6 | -16.2 | -14.5 | -0.2 | 7.2 | 2.9
S=C1NC2=C(CCCC2)C2(CCCCC2)N1 | 2.4 | -5.2 | -0.2 | -2.1 | -2.1 | 3.7 | -1.6 | 4.2 | -2.1 | -1.4 | -0.2
COc1ccccc1CNC(=O)C1Cc2ccccc2C(=O)O1 (stereo not drawn) | -0.5 | -3.4 | -0.1 | -2.9 | 0.5 | 3.7 | -3.5 | 21.4 | 0.5 | -11.5 | 4.4
OCC[C@@H]1C[C@@H](O)[C@H](O)[C@@]2(CCc3ccccc3CO2)O1 | 4.5 | -8.5 | 0.0 | -6.0 | -0.9 | 1.4 | -4.4 | 280.2 | -3.6 | 2.2 | -0.9
O=C(CC1C(=O)NCCN1CC(c1ccccc1)c1ccccc1)NCCc1cn[nH]c1 (stereo not drawn) | -0.5 | -9.8 | 0.8 | 9.4 | -2.4 | 1.4 | 1.6 | -1.6 | 0.0 | 5.6 | -2.0
COc1cc(/C=C2\N=C(C)OC2=O)cc(Cl)c1OC(C)=O | -0.8 | -6.4 | -1.0 | 3.3 | -1.2 | 1.2 | 8.4 | -3.4 | -0.1 | 0.7 | -0.2
O=C(NCCc1csc(-c2ccccc2)n1)c1cccs1 | -1.5 | 1.8 | 2.3 | 1.9 | 0.9 | 0.9 | 2.8 | 6.6 | -2.1 | -22.8 | 0.7
CCOc1cc(C)ccc1OCc1nnc(SCC(=O)Nc2cccc(C(=O)O)c2)n1-c1ccccc1 | -1.1 | -2.1 | -1.9 | 0.8 | -2.5 | 0.8 | 0.4 | -13.7 | -1.5 | -4.2 | 1.1

Rows were taken by chance; overall some 2.3% were active at least once.
